Compound activity from PubChem.
PAFAH1B2 inh: inhibitors of human PAFAH1B2; P68402; recombinant PAFAH1B2, FP-rhodamine activity probe, fluorescence polarization; inhibition, % at 3.39 µM; 340,000 tested, 1.2% active;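 active means inhibition above the mean of all tested compounds plus 3 SD, cut at about 24% in these data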;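 further: 0% = enzyme with DMSO and 100% = wells lacking PAFAH1B2; many of its hits are not listed in these tables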
LYPLA2 counter: blocks human lysophospholipase 2, a PME1 counter-screen; 320,000 tested, 0.38% active; AID 2177; inhibition, % at 5.9 µM; recombinant LYPLA2, FP-Rh probe fluorescence polarization;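 active means inhibition above the screen-wide mean plus 3 SD, limit set per campaign, cut at about 26% in these data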;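 further: 0% = LYPLA2 with DMSO and 100% = wells lacking LYPLA2 enzyme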
ZTA DNA inh: counter-screen for EBNA-1 inhibitors: inhibitors of Epstein-Barr virus ZTA; AID 2234; ZTA-DNA binding, fluorescence polarization; inhibition, % at 11 µM; P03206; 320,000 tested, 0.15% active; in the data active means inhibition above about 33%
Target sequence (P03206 whole entry, looked up): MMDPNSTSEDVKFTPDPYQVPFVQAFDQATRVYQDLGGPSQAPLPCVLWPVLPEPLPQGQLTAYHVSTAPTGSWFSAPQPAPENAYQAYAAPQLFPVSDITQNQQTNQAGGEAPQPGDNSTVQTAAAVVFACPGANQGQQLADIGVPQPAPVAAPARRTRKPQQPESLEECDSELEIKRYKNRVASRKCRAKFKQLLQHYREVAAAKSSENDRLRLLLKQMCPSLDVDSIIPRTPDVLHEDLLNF
pPAFAH inh: pPAFAH (human) enzyme inhibition; 330,000 tested, 1.5% active; recombinant pPAFAH, FP-rhodamine probe fluorescence polarization; inhibition, % at 3.39 µM; Q13093;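 active means inhibition above the mean inhibition across the screen plus 3 SD, cut at about 25% in these data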;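 further: inhibitors block binding of the rhodamine activity-based probe so polarization drops; 0% = enzyme with DMSO and 100% = wells lacking pPAFAH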
Target sequence (Q13093 whole entry, looked up): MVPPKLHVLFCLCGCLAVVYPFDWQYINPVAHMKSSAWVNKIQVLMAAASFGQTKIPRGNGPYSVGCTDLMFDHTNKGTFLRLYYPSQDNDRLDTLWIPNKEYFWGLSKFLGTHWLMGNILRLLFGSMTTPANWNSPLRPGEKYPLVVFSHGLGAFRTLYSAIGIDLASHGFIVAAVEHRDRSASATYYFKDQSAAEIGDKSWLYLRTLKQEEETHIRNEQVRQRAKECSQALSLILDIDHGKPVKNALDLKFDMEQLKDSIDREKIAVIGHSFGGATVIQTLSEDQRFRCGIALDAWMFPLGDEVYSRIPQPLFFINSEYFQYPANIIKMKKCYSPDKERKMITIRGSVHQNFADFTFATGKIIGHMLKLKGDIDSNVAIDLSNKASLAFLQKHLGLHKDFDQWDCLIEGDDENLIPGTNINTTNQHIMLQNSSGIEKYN
PREPL inh: inhibitors of human prolyl oligopeptidase-like enzyme PREPL; Q4J6C6; recombinant PREPL, fluorescence polarization activity-based probe; inhibition, % at 5.96 µM; 320,000 tested, 0.68% active; AID 2751; in the data active means inhibition above about 43%;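 further: 0% = enzyme with DMSO and 100% = wells lacking enzyme; many of its hits are not listed in these tables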
LYPLA1 counter: LYPLA1 (human) inhibition in PME1 counter-screen | O75608 | recombinant LYPLA1, FP-Rh probe fluorescence polarization | inhibition, % at 5.9 µM | 320,000 tested, 0.16% active | AID 2174;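 active means inhibition above the mean of all tested compounds plus 3 SD, set per campaign, cut at about 14% in these data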;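 further: inhibitors block serine hydrolase probe labeling of LYPLA1 so polarization falls; 0% = enzyme with DMSO and 100% = wells lacking LYPLA1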
EBNA-1 inh: blocks EBNA-1 binding to DNA; AID 1950; inhibition, % at 14.8 µM; EBNA-1 DNA binding, fluorescence polarization; 300,000 tested, 0.34% active; in the data active means inhibition above about 28%
PAFAH1B3 inh: inhibitors of human PAFAH1B3; 340,000 tested, 0.28% active; inhibition, % at 3.39 µM; AID 492972; Q15102; recombinant PAFAH1B3, FP-rhodamine probe, fluorescence polarization;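 active means inhibition above the screen-wide average of all tested compounds plus 3 SD, cut at about 25% in these data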;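 further: 0% = enzyme with DMSO only and 100% = wells lacking PAFAH1B3 protein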
PAFAH2 FP inh: PAFAH2 (human) inhibition; recombinant PAFAH2, FP-rhodamine activity probe, fluorescence polarization; Q99487; inhibition, % at 3.39 µM; 340,000 tested, 0.99% active;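 active means inhibition above the mean over all tested compounds plus 3 SD, cut at about 30% in these data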;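 further: inhibitors block probe labeling of enzyme so polarization drops; 0% = enzyme with DMSO and 100% = wells lacking PAFAH2 protein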
* marks the source's active call; other numbers are inactive results; x = no result given. These rows are one share of the data. The share of hits here may be higher or lower than overall.

SMILES	PAFAH1B2 inh	LYPLA2 counter	ZTA DNA inh	pPAFAH inh	PREPL inh	LYPLA1 counter	EBNA-1 inh	PAFAH1B3 inh	PAFAH2 FP inh
O=C(N/N=C/c1cccc([N+](=O)[O-])c1)C1CC1c1ccccc1 (stereo unspecified)	11.5	3.1	0.9	0.8	-16.0	1.8	2.3	1.4	7.8
Cc1oc(-c2ccc3c(c2)OCCO3)cc1C(=O)NCC(=O)O	1.6	-6.9	-6.6	3.3	9.9	-0.4	3.7	12.0	-0.1
O=C(Nc1ccccc1)NC1(C(=O)NCc2cccs2)CCCCC1	2.3	-4.1	-8.3	-1.9	-3.9	-0.5	-6.0	1.2	4.4
C=CCNC(=O)c1c(Cl)nc(C)c([N+](=O)[O-])c1C	7.2	-2.5	-2.2	-0.6	4.0	1.3	10.1	6.2	-4.7
CCN(CC)c1ccc(NC(=O)CN2CCN(S(=O)(=O)c3cc(Cl)ccc3OC)CC2)cc1	5.3	10.7	-3.0	3.0	71.5*	-0.5	8.2	6.8	7.1
COc1ccc(C(=O)N2N=C3CC(C)(C)OCC3C2c2ccccc2)cc1 (stereo unspecified)	3.6	-2.5	2.1	7.5	-2.3	-4.2	2.2	2.8	-0.6
COc1ccccc1OCC(=O)Nc1cc(NC(=O)COc2ccccc2OC)cc(C(=O)O)c1	3.7	3.2	-4.1	5.4	-7.2	0.0	11.1	1.8	3.3
COc1ccc(/C=C/c2nnc(NC(=O)CC(C)C)s2)cc1	1.4	3.9	-12.7	2.6	-2.1	0.2	-7.2	-9.3	-6.8
COc1cccc(NC(=O)Cn2cnc3sc(C)c(S(=O)(=O)N4CCN(C)CC4)c3c2=O)c1	0.3	0.4	6.6	8.3	9.4	-1.4	7.3	5.6	2.9
COc1cc2ccccc2cc1C(=O)Nc1nccs1	7.3	0.7	-11.8	-1.5	-13.6	-4.7	-13.3	1.1	3.7
Cc1ccc(NC(=O)CNCc2ccccn2)cc1S(=O)(=O)N(C)C	-2.0	-4.0	-3.9	0.2	6.8	-0.2	-2.9	1.8	-2.1
Cc1nn(Cc2ccc(Cl)cc2)c(C)c1NC(=O)c1cc(-c2ccco2)on1	-1.3	5.9	-4.0	8.8	0.8	0.5	-10.3	-4.0	-4.0
Cc1ccc(C(=O)N2CCN(c3ccccn3)CC2)cc1	-1.0	2.2	0.2	1.9	15.4	2.7	2.8	6.6	7.7
CCN(CC)c1ccc2cc(C(N)=O)/c(=N\NC(=O)c3ccncc3)oc2c1	x	-4.6	6.1	11.5	48.4*	9.8	9.0	x	x
CCCNC(=O)C(Cc1cccc(Br)c1)NC(=O)c1ccc(C#N)cc1 (stereo unspecified)	1.4	-6.7	-5.8	-2.7	11.2	-3.5	x	3.3	9.8
Cc1cccc(C(=O)Oc2ccc(/C=N/O)cc2)c1	0.0	3.2	-11.8	2.2	11.1	-1.7	-4.0	5.5	-0.5
CCCCN(C)C(=O)c1ccc2c(c1)N(CC)C(=O)c1ccccc1S2=O (stereo unspecified)	0.6	-3.0	8.4	3.5	-3.3	1.7	7.4	6.6	-7.2
Cc1cc(-c2ccccc2)nc(N/N=C/c2cccnc2)n1	-1.1	1.6	2.9	4.0	-2.4	0.1	-7.7	-0.1	-4.3
CN1C(=O)C(O)(C2CCCCCC2=O)c2ccccc21 (stereo unspecified)	1.5	7.6	-5.4	-2.3	4.7	-1.6	12.2	5.3	1.8
Cc1ccc(NC(=O)CN(C)Cc2nc3ccccc3c(=O)[nH]2)c(Br)c1	-0.1	7.2	-8.8	5.1	1.0	2.0	1.0	-3.4	6.5
CC1CCCC(NC(=O)Cc2ccc(Br)cc2)C1C (stereo unspecified)	-1.2	4.2	-24.4	8.8	-5.3	2.2	-1.8	2.7	-4.5
Cc1ccccc1OCCOC(=O)c1cc(S(=O)(=O)N2CCCCC2)ccc1N1CCOCC1	1.0	6.5	-3.4	7.5	20.1	0.7	x	0.8	4.8
Cc1cc(OC(=O)c2c(Cl)cccc2Cl)nc(C)n1	0.1	0.0	-7.7	-1.2	4.0	-8.1	-2.8	1.0	0.1
Cc1cccc(C(=O)N2CCN(C(=O)c3cccc(C)c3)C(C)C2)c1 (stereo unspecified)	-3.7	-8.8	7.8	2.1	19.5	3.2	-9.0	0.9	-3.1
Cc1nnc(NC(=O)c2ccc(-c3ccc(Cl)cc3)o2)s1	5.4	-3.0	-9.4	2.4	4.2	0.8	2.0	7.5	-2.6
Cc1ccc(-n2c(C)nn(Cc3ccc([N+](=O)[O-])cc3)c2=O)cc1	3.4	16.9	2.0	-2.9	28.4	3.0	5.7	6.7	-9.9
CCOCC(=O)OCC(=O)NC12CC3CC(CC(C3)C1)C2	-1.5	3.0	5.0	-2.0	5.2	-1.0	-1.4	1.8	0.8
COc1ccc(Br)cc1C(=O)NC(=S)Nc1ccc2[nH]c(=O)[nH]c2c1	-0.5	1.8	-3.1	0.6	-1.3	-2.9	1.4	7.2	-4.9

14 compounds already listed, arranged by heavy-atom count, lowest first.
SMILES	PAFAH1B2 inh	LYPLA2 counter	ZTA DNA inh	pPAFAH inh	PREPL inh	LYPLA1 counter	EBNA-1 inh	PAFAH1B3 inh	PAFAH2 FP inh
C=CCNC(=O)c1c(Cl)nc(C)c([N+](=O)[O-])c1C	7.2	-2.5	-2.2	-0.6	4.0	1.3	10.1	6.2	-4.7
Cc1cc(OC(=O)c2c(Cl)cccc2Cl)nc(C)n1	0.1	0.0	-7.7	-1.2	4.0	-8.1	-2.8	1.0	0.1
CN1C(=O)C(O)(C2CCCCCC2=O)c2ccccc21 (stereo unspecified)	1.5	7.6	-5.4	-2.3	4.7	-1.6	12.2	5.3	1.8
CCOCC(=O)OCC(=O)NC12CC3CC(CC(C3)C1)C2	-1.5	3.0	5.0	-2.0	5.2	-1.0	-1.4	1.8	0.8
Cc1cc(-c2ccccc2)nc(N/N=C/c2cccnc2)n1	-1.1	1.6	2.9	4.0	-2.4	0.1	-7.7	-0.1	-4.3
O=C(N/N=C/c1cccc([N+](=O)[O-])c1)C1CC1c1ccccc1 (stereo unspecified)	11.5	3.1	0.9	0.8	-16.0	1.8	2.3	1.4	7.8
Cc1ccc(-n2c(C)nn(Cc3ccc([N+](=O)[O-])cc3)c2=O)cc1	3.4	16.9	2.0	-2.9	28.4	3.0	5.7	6.7	-9.9
Cc1ccc(NC(=O)CNCc2ccccn2)cc1S(=O)(=O)N(C)C	-2.0	-4.0	-3.9	0.2	6.8	-0.2	-2.9	1.8	-2.1
CCCNC(=O)C(Cc1cccc(Br)c1)NC(=O)c1ccc(C#N)cc1 (stereo unspecified)	1.4	-6.7	-5.8	-2.7	11.2	-3.5	x	3.3	9.8
COc1ccc(C(=O)N2N=C3CC(C)(C)OCC3C2c2ccccc2)cc1 (stereo unspecified)	3.6	-2.5	2.1	7.5	-2.3	-4.2	2.2	2.8	-0.6
CCN(CC)c1ccc2cc(C(N)=O)/c(=N\NC(=O)c3ccncc3)oc2c1	x	-4.6	6.1	11.5	48.4*	9.8	9.0	x	x
CCN(CC)c1ccc(NC(=O)CN2CCN(S(=O)(=O)c3cc(Cl)ccc3OC)CC2)cc1	5.3	10.7	-3.0	3.0	71.5*	-0.5	8.2	6.8	7.1
Cc1ccccc1OCCOC(=O)c1cc(S(=O)(=O)N2CCCCC2)ccc1N1CCOCC1	1.0	6.5	-3.4	7.5	20.1	0.7	x	0.8	4.8
COc1ccccc1OCC(=O)Nc1cc(NC(=O)COc2ccccc2OC)cc(C(=O)O)c1	3.7	3.2	-4.1	5.4	-7.2	0.0	11.1	1.8	3.3
